VHR inh color: VHR1 (DUSP3) phosphatase inhibition | recombinant VHR phosphatase, colorimetric substrate read-out | inhibition, % at 20 µM | 0.7% of 50,000 active; in the data active = inhibition above about 60%; also: some results filed as inactive read as strong as hits
Target sequence (P51452 whole entry, looked up): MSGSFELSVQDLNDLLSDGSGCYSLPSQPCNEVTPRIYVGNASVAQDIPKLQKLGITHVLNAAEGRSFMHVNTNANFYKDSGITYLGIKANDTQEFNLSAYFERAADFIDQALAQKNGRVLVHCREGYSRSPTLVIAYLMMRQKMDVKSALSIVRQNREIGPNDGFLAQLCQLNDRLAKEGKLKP
Starred values were filed as active, the others as inactive.

SMILES	VHR inh color
CCC(Oc1ccccc1)C(=O)N1CCN(C(=O)C(CC)Oc2ccccc2)CC1 (stereo not drawn)	-8
COCCCNC(=O)c1ccc([N+](=O)[O-])cc1	-18
CCCC(=O)Nc1ccc(-c2nc3cc(C)c(C)cc3o2)c(O)c1	-5
Cc1ccc(NC(=O)CSc2nnnn2-c2ccccc2)c([N+](=O)[O-])c1	-37
Cc1ccccc1NC(=O)CC(=O)c1ccccc1	-1
Cc1ccc(Br)cc1S(=O)(=O)N1CCOCC1	-36
Clc1cccc(Cl)c1SCCc1ccncc1	18
CC(=O)OC(OC(C)=O)c1ccc([N+](=O)[O-])cc1	-43
CCCCSc1nc2ccc(NC(C)=O)cc2s1	-7
Cc1ccc2[nH]c3nc(N/N=C/c4cccc(Cl)c4)nnc3c2c1	-8
Nc1nonc1-c1nc2ccccc2n1CC(=O)Nc1ccc(F)cc1F	1
COc1cccc(/C=N/Nc2nc(-c3ccc(C)cc3)nc3ccccc23)c1O	-19
Cc1cccc(C)c1NC(=O)CC(C)c1ccccc1 (stereo not drawn)	-10
O=C1NC(=O)N(c2cccc(F)c2)C(=O)/C1=C/c1ccc(I)o1	15
O=S(=O)(c1ccc(Cl)cc1)N1CCN(C2CCC(c3ccccc3)CC2)CC1 (stereo not drawn)	-2

Continued, starting with the last 5 of the part before.
SMILES	VHR inh color
Nc1nonc1-c1nc2ccccc2n1CC(=O)Nc1ccc(F)cc1F	1
COc1cccc(/C=N/Nc2nc(-c3ccc(C)cc3)nc3ccccc23)c1O	-19
Cc1cccc(C)c1NC(=O)CC(C)c1ccccc1 (stereo not drawn)	-10
O=C1NC(=O)N(c2cccc(F)c2)C(=O)/C1=C/c1ccc(I)o1	15
O=S(=O)(c1ccc(Cl)cc1)N1CCN(C2CCC(c3ccccc3)CC2)CC1 (stereo not drawn)	-2
CC(CCc1ccccc1)Nc1cc(N2CCN(C(=O)c3ccccc3F)CC2)ccc1[N+](=O)[O-] (stereo not drawn)	0
O=C(CSc1cc(Cl)ccc1Cl)Nc1cccc([N+](=O)[O-])c1	12
COc1ccc(/C=C2\C(=O)NC(=O)N(c3ccc(Br)c(C)c3)C2=O)c(OC)c1	-6
CN(C)c1ccc(/C=C2/C(=O)NN(c3ccc(Cl)cc3)C2=O)cc1Br	-38
Cc1ccc(C(C)C)c(OCCNc2nc3c(c(=O)n(C)c(=O)n3C)n2C)c1	-5
CC(C)COP(C)(=S)/C(C#N)=C(\OC(=O)c1ccccc1)c1ccccc1 (stereo not drawn)	-10
Cc1cc(C)nc(SCC(=O)Nc2nc3c(s2)C(=O)CC(C)(C)C3)n1	12
O=C(Cc1nc(O)cs1)c1ccccc1	7
Clc1ccccc1C1Nc2cccc3cccc(c23)N1	-7
CC1=NN(C(=O)c2cccc(Br)c2)C(O)(C(F)(F)F)C1 (stereo not drawn)	-12
CN1CCN(C(=O)c2cc3ccccc3oc2=O)CC1	-11
Cc1cc([N+](=O)[O-])ccc1NC(=O)c1ccccc1	-2
COc1ccc(CC(=O)Nc2sc3c(c2C(=O)OC(C)C)CCCCC3)cc1	34
O=C(CCCN1C(=O)c2cccc3cccc(c23)C1=O)Nc1ccccn1	-4
CC(=O)OC1CCC2(C)C(=CCC3C2CCC2(C)C(C(C)=NO)CCC32)C1 (stereo not drawn)	-15
COc1ccc(CCC(=O)Nc2ccc3c(c2)OCCO3)cc1	-7
CCOCCOC(=O)c1ccc(NC(=O)/C=C/c2ccc(OC)c(Br)c2)cc1	-11
Cc1cccc(C(=O)N2CCN(c3ccccn3)CC2)c1	3
O=C1/C(=C\c2ccc3c(c2)OCO3)SC(=S)N1c1cccc(C(F)(F)F)c1	-2
COc1ccc(S(=O)(=O)N2CCN(Cc3cccc(Oc4ccccc4)c3)CC2)cc1	-5
O=[N+]([O-])c1ccc(CN2CCN(Cc3cccc(Br)c3)CC2)cc1	10
Cc1ccc(-c2nc3ccccc3c(=O)n2-c2ncccc2C)cc1	1
CCOC(=O)c1c(C)[nH]c(/C=C(/C#N)C(N)=NCc2ccccc2)c1O	18
Cc1c(/C=C/c2nc3ccccc3c(=O)n2-c2ccccc2)c2ccccc2n1C	-30
N#Cc1conc1-c1ccc2c(c1)OCO2	-9
c1ccc(C2NCCn3cccc32)cc1 (stereo not drawn)	-3
COc1cc(C(C2C(=O)CC(C)(C)CC2=O)C2C(=O)CC(C)(C)CC2=O)ccc1O	2
O=C(O)CCCN1C(=O)C(=O)/C(=C(/O)c2ccccc2)C1c1ccccc1Cl (stereo not drawn)	4
O=C(O)c1nn2c(C(F)(F)F)c3c(nc2c1Cl)-c1ccccc1CC3	-20
Cc1cc(C)cc(CC2CC(=O)N(c3ccc(I)cc3)C2=O)c1 (stereo not drawn)	-9

Brought forward from above: 7 compounds, followed by the next part.
SMILES	VHR inh color
Cc1c(/C=C/c2nc3ccccc3c(=O)n2-c2ccccc2)c2ccccc2n1C	-30
N#Cc1conc1-c1ccc2c(c1)OCO2	-9
c1ccc(C2NCCn3cccc32)cc1 (stereo not drawn)	-3
COc1cc(C(C2C(=O)CC(C)(C)CC2=O)C2C(=O)CC(C)(C)CC2=O)ccc1O	2
O=C(O)CCCN1C(=O)C(=O)/C(=C(/O)c2ccccc2)C1c1ccccc1Cl (stereo not drawn)	4
O=C(O)c1nn2c(C(F)(F)F)c3c(nc2c1Cl)-c1ccccc1CC3	-20
Cc1cc(C)cc(CC2CC(=O)N(c3ccc(I)cc3)C2=O)c1 (stereo not drawn)	-9
COc1ccc(C(=O)NCCOc2ccccc2OC)cc1OC	6
Cc1ccc(NC(=O)CN(c2ccccc2)S(=O)(=O)c2ccccc2[N+](=O)[O-])cc1C	-18
O=C(COc1ccc(Cl)cc1)Nc1ccc2oc(-c3ccccc3)nc2c1	6
CCCn1c(C(O)c2ccc(C)cc2)nc2ccccc21 (stereo not drawn)	0
COc1cc(NC(=O)c2cc([N+](=O)[O-])ccc2N2CCN(C)CC2)c2ncccc2c1	8
COc1ccc(C(=O)Nc2cccc(-c3nc4ccccc4s3)c2C)cc1[N+](=O)[O-]	-26
COc1ccc(C(=O)Nc2ccccc2C(=O)NCCCn2ccnc2)cc1	-1
CC(NC(=O)C(F)(Cl)C(F)(F)F)c1ccccc1 (stereo not drawn)	5
NC(=O)c1cccc(N=Cc2ccc([N+](=O)[O-])cc2)c1	-2
Cc1cccc(N2CCN(C(=O)c3cc(-c4ccc(Cl)cc4)nc4ccccc34)CC2)c1C	6
CCSc1nnc(NC(=O)c2cc(-c3ccc(C)cc3)nc3ccccc23)s1	-18
Cc1ccc(C(=O)/C=C/c2ccc(-c3ccccc3[N+](=O)[O-])o2)cc1	-7
O=C(/C=C\c1ccccc1)Nc1ccc(Br)cn1	2
CCOC(=O)CSc1nnc2c3ccccc3n(CC)c2n1	10
c1ccc2sc(CCSCCc3nc4ccccc4s3)nc2c1	-35
Cc1ccc(C(=O)Nc2ncn[nH]2)cc1	-20
O=C(NC(NC(=O)C(c1ccccc1)c1ccccc1)c1cccc([N+](=O)[O-])c1)C(c1ccccc1)c1ccccc1	-13
O=C(C#Cc1cccc([N+](=O)[O-])c1)c1ccccc1	3
O=C(O)c1cc(-c2ccc(C=C3C(=O)c4ccccc4C3=O)o2)ccc1O	9
CNc1nnc(SCc2c(F)cccc2Cl)s1	2
Cc1c(OCC(N)=O)ccc2c3c(c(=O)oc12)CCC3	-14
CCn1c2c(c3cc(C4CCCCC4)ccc31)CCCC2O (stereo not drawn)	74
Cc1cccc(OCC(=O)Nc2ncc(Cc3ccc(Cl)cc3Cl)s2)c1	-10
O=C(Nc1nnc(Cc2ccccc2)s1)c1ccco1	-4
COc1ccc(N2C(=O)CC(N3CCN(Cc4ccc5c(c4)OCO5)CC3)C2=O)cc1 (stereo not drawn)	-3
COc1ccccc1-n1c(C=C2C(=O)Nc3ccccc32)nc2ccccc2c1=O	-8
CCOc1ccc(C2/C(=C(\O)c3ccc(Cl)cc3)C(=O)C(=O)N2CCCn2ccnc2)cc1 (stereo not drawn)	6
CC12CN3CC(C)(CN(C1)C3(C)CSc1c[nH]c3ccccc13)C2=O (stereo not drawn)	-21
COc1ccc(Cc2noc(-c3ccc(C)cc3)n2)cc1	-5
Brc1ccc(CN2CCN(C3CCCCC3)CC2)cc1	1
O=c1/c(=C\c2ccc(OCc3ccccc3)c(Br)c2)sc2nc3ccccc3n12	4
Cc1cc(Cl)cc(SCC(=O)O)c1Cl	8
O=C1CCCC2=C1C(c1ccc([N+](=O)[O-])cc1)C1=C(CCCC1=O)O2	5
N#C/C(=C\NCC(=O)O)C(=O)NCc1ccccc1	3
O=C1c2ccccc2C(=O)N1CN1CCC(Cc2ccccc2)CC1	-8
O=C(c1ccc([N+](=O)[O-])cc1)N1CCN(C(=O)c2ccccc2F)CC1	-16
CC(=O)NC1=NC(=O)/C(=C\c2cccc(F)c2)S1	6
O=C(CSc1nnc(-c2ccco2)n1-c1ccccc1)c1cccc([N+](=O)[O-])c1	4
O=C(Nc1ccc(Br)cc1)NS(=O)(=O)c1ccccc1Cl	0
COc1ccc(C=C2C(=O)N(C)C(=O)N(C)C2=O)cc1OC	-16
Cc1ccc(OCCOCCN2CCCC2)cc1	-2
COc1ccc(C2CC(C(F)(F)F)n3nc(C(=O)NCc4ccco4)c(Br)c3N2)cc1 (stereo not drawn)	-41
COc1ccc(OC)c(NC(=O)C2COc3ccccc3O2)c1 (stereo not drawn)	-13
CC(C)(C)NC(=O)c1cc(NC(=O)c2ccco2)cc(NC(=O)c2ccco2)c1	8
O=C(Nc1ccc(NS(=O)(=O)c2cc(Cl)c(Cl)cc2Cl)cc1)c1ccccc1	7

Ordered by heavy-atom count (highest first): some entries from above
SMILES	VHR inh color
COc1ccc(C2CC(C(F)(F)F)n3nc(C(=O)NCc4ccco4)c(Br)c3N2)cc1 (stereo not drawn)	-41
O=C(c1ccc([N+](=O)[O-])cc1)N1CCN(C(=O)c2ccccc2F)CC1	-16
O=C1c2ccccc2C(=O)N1CN1CCC(Cc2ccccc2)CC1	-8
O=C(Nc1ccc(Br)cc1)NS(=O)(=O)c1ccccc1Cl	0
Cc1ccc(OCCOCCN2CCCC2)cc1	-2

Compounds from the list above that have a CF3 group, in the order listed:
SMILES	VHR inh color
CC1=NN(C(=O)c2cccc(Br)c2)C(O)(C(F)(F)F)C1 (stereo not drawn)	-12
O=C1/C(=C\c2ccc3c(c2)OCO3)SC(=S)N1c1cccc(C(F)(F)F)c1	-2
O=C(O)c1nn2c(C(F)(F)F)c3c(nc2c1Cl)-c1ccccc1CC3	-20
CC(NC(=O)C(F)(Cl)C(F)(F)F)c1ccccc1 (stereo not drawn)	5
COc1ccc(C2CC(C(F)(F)F)n3nc(C(=O)NCc4ccco4)c(Br)c3N2)cc1 (stereo not drawn)	-41

(cont.)
SMILES	VHR inh color
CC(C)NC(=O)C12CC3CC(C1)CC(C(=O)NC(C)C)(C3)C2	83
Cc1ccc(C)c(N(CC(=O)NC2CCCCC2)S(=O)(=O)c2ccccc2)c1	-17
COc1cc(/C=C2/C(=O)NC(=O)N(c3ccc(C(C)C)cc3)C2=O)cc(Cl)c1O	33
Oc1ccc(Nc2nc(-c3ccc(Br)cc3)cs2)cc1	20
COc1cccc(C2C(C(=O)Nc3ccccc3)=C(C)N=c3s/c(=C\c4cccs4)c(=O)n32)c1 (stereo not drawn)	4
c1ccc(OCCCn2ccnc2)cc1	-1
O=C(Cc1ccccc1)Nc1ccc(NC(=O)c2ccco2)cc1	-14
Cc1cc(C)nc(/N=C(/N)NNC(=O)c2cccnc2)n1	-2
O=[N+]([O-])c1ccc(N2CCN(c3nc4ccc([N+](=O)[O-])cc4s3)CC2)cc1	-20
Cc1ccc(C(=O)N2CCN(c3c(Cl)cccc3[N+](=O)[O-])CC2)o1	-63
Cc1cccc(OP(=O)(Oc2ccccc2)Oc2cccc(C)c2)c1	-3
CCOc1cc([N+](=O)[O-])cc(/C=C2/SC(=S)NC2=O)c1O	-18
Cc1ccc(N2C(=O)C3C(C2=O)C2(C)C(=O)C3(C)C(c3ccccc3)=C2c2ccccc2)cc1C (stereo not drawn)	-16
CCOc1cc(/C=C2/SC(=S)N(CC)C2=O)ccc1OC(=O)c1cccc([N+](=O)[O-])c1	2
Cc1cc2nc(-c3ccc(NC(=O)COc4ccccc4[N+](=O)[O-])cc3)oc2cc1C	-1
O=C(NCCC(c1ccccc1)c1ccccc1)Nc1cc(F)c(F)cc1Cl	-16
COc1ccccc1C(=O)N1CCN(Cc2cccc(Cl)c2)CC1	-5
CCOC(=O)C(O)(c1ccc(N(CC)CC)cc1)C(F)(F)F (stereo not drawn)	-5
COc1ccc(N(CC(=O)Nc2ccc(OC)c(OC)c2)S(C)(=O)=O)c(OC)c1	7
COc1ccccc1C1=N/C(=C\c2ccc3c(c2)OCO3)C(=O)O1	-11
COCCOC(=O)C1=C(C)NC(=O)NC1c1ccc(Br)cc1 (stereo not drawn)	-1
CC(=O)NC(NC(C)=O)c1ccc(F)cc1	44
CC(Oc1ccc(Cl)cc1)C(=O)NN (stereo not drawn)	4
Cc1ccc(C2=C/C(=C/c3ccc(-c4ccc([N+](=O)[O-])cc4)o3)C(=O)O2)cc1	4
COc1ccc(S(=O)(=O)N(CC(=O)Nc2ccc(Cl)cc2C)Cc2ccccc2)cc1OC	-11
Cc1ccccc1OCC(=O)O/N=C(\N)c1ccc(Cl)cc1	3
CCOc1ccc(NC(=O)/C=C/c2cccc(C(F)(F)F)c2)cc1	28
CCOC(=O)C1=NN(C(=O)c2ccc(Cl)cc2)C(O)(C(C)(C)C)C1 (stereo not drawn)	-7
O=C(O)c1cnn2c(C(F)(F)F)cc(-c3cccs3)nc12	-4
Clc1ccc(-c2nnc(-c3sc4ccccc4c3Cl)o2)cc1	-4
COCCNC(=O)c1ccc(NC(C)=O)cc1	16
CCOC(=O)c1c(NC(=O)C23CC4CC(CC(C4)C2)C3)sc2c1CCCC2	-8
CCOc1ccccc1N(CC(=O)NCC1CCCO1)S(=O)(=O)c1ccccc1 (stereo not drawn)	1
COc1ccc(S(=O)(=O)Nc2ncccn2)cc1	-19
O=C1NN(c2ccccc2)C(=O)/C1=C/c1ccc(OCc2ccc(F)cc2)cc1	16
COc1ccc2nc(NC(=O)c3ccccc3O)sc2c1	8
COc1ccc(N(CC(N)=O)S(=O)(=O)c2ccccc2)cc1	-18

Assay outcomes as filed in PubChem.

The list is partial, so the mix of outcomes need not match the whole.
